Screens (PubChem BioAssay)
EBI2 antag: EBI2 receptor antagonists, beta-arrestin recruitment, primary screen, cell-based, luminescence, 7a,25-OHC stimulation, uHTS. G-protein coupled receptor 183 (Homo sapiens), P32249. 7a,25-OHC stimulated. inhibition, % at 5 µM. 0.81% of 360,000 active. AID 651636, 2012; in the data active means inhibition above about 38%;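 further: enzyme fragment complementation signal reports receptor beta-arrestin coupling in cells; 0% = agonist plus DMSO wells and 100% = wells without agonist; some results beyond the cut were filed as inactive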
Mdm2 MdmX PPI: inhibitors of human Mdm2-MdmX association, primary screen, cell-based, luminescence, split luciferase, SaOS-2, uHTS; 3% of 330,000 active; AID 485346, 2010; SaOS-2 split-luciferase Mdm2/MdmX complementation; inhibition, % at 8 µM; Protein Mdm4 (Homo sapiens) + E3 ubiquitin-protein ligase Mdm2 (Homo sapiens), …;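 active means inhibition of at least 50% at 8 µM in the primary screen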
Target sequence (O15151 whole entry, looked up): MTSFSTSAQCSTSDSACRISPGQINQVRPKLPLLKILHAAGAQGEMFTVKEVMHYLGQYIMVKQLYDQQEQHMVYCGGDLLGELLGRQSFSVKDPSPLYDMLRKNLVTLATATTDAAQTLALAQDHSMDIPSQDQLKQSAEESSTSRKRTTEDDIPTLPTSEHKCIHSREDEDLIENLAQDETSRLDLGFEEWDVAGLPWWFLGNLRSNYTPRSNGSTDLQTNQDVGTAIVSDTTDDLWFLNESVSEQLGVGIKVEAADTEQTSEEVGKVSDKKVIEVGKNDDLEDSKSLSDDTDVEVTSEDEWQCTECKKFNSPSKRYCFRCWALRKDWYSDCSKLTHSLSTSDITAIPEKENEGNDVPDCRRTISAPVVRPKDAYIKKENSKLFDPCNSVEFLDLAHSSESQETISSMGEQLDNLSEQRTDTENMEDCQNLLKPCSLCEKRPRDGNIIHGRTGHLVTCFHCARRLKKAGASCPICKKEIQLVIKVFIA
Target sequence (Q00987 whole entry, looked up): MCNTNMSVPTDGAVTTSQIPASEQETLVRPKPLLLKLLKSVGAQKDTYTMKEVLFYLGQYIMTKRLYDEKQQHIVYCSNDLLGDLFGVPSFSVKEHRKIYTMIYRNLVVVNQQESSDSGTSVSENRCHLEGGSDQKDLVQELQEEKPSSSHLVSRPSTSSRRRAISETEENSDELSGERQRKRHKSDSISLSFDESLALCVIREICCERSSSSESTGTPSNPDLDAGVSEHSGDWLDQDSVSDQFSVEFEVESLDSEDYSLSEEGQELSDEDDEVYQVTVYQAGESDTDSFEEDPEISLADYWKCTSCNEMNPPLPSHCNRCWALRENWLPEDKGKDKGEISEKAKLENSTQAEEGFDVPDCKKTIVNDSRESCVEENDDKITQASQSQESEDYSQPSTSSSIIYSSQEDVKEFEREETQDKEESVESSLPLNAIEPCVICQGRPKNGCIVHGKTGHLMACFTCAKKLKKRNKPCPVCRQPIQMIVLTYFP
CXCR6 inh: CXCR6 receptor inhibitors, primary screen, cell-based, beta-arrestin, luminescence, CHO-K1 PathHunter, 1536-well | C-X-C chemokine receptor type 6 (Homo sapiens), O00574 | inhibition, % at 20 µM | 0.36% of 360,000 active | AID 602244, 2012; in the data active means inhibition above about 34%, passing the limit was not always enough;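 further: antagonist mode with CXCL16 agonist at 10 nM final; 0% = 10 nM CXCL16 with DMSO and 100% = unstimulated wells without agonist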
CCR6 antagonist: CCR6 receptor antagonists, primary screen, cell-based, CHO-K1, luminescence, beta-arrestin, uHTS; C-C chemokine receptor type 6 (Homo sapiens), P51684; CHO-K1 CCR6 PathHunter beta-arrestin, CCL20-stimulated; inhibition, % at 20 µM; 0.49% of 340,000 active;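 active means compounds whose inhibition of the agonist-driven luminescence signal at 20 µM reaches about 50%, limit read from the data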;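 further: cells stimulated with CCL20 at 14 nM final; plate controls were DMSO with CCL20 for no effect and DMSO without agonist for full effect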
CHOP UPR activ: activators of apoptotic CHOP UPR arm, primary screen, cell-based, CHO-CHOP luciferase reporter, luminescence, uHTS | activation, % at 10 µM | AID 449763, 2010 | UPR activation; percent of tunicamycin response over DMSO baseline | 0.34% of 330,000 active;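 active means at 10 µM dose, activation of 40% or more, normalized to positive control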;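 further: 100% = tunicamycin at 10 µg/mL and 0% = DMSO alone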
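System: CHO CHOP reporter cells. Amount: 500 cells per well. Buffer or medium: F12 medium, 10% FBS. Compound dosing: one dose, 10 µM in 0.5% DMSO. Incubation: 6 h compound exposure at 37 °C after overnight seeding. Technique: Steady-Glo luciferase luminescence. Benchmarks: tunicamycin and DMSO controls.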
Jurkat NFkB inh: inhibitors of induced NF-kB luciferase reporter, primary screen, TCR NF-kB activation inhibitor project, cell-based, luminescence, uHTS; Jurkat, PMA/ionomycin-induced NF-kB luciferase reporter; inhibition, % at 4 µM; 0.53% of 330,000 active; AID 435003, 2010; in the data active means inhibition above about 50%
697 NFkB inh: inhibitors of PMA/ionomycin-induced NF-kB reporter, 697 cells, primary screen, B-cell NF-kB inhibitor project, cell-based, luminescence, uHTS; 0.33% of 330,000 active; 697 B-cell NF-kB luciferase reporter, 16 h; inhibition, % at 4 µM; in the data active means inhibition above about 35%
Gli-Sufu block: Gli-Sufu pathway antagonists, primary screen, luciferase luminescence, Sufu-KO-LIGHT cells, uHTS | inhibition, % at 5 µM | Sufu-KO-LIGHT fibroblasts, Gli luciferase reporter luminescence | AID 588413, 2011 | 0.74% of 340,000 active;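 active means inhibition above about 55%, limit read from the data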;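 further: 0% = DMSO-treated cells and 100% = wells with medium but no cells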
UPR XBP1 act: activators of adaptive XBP1 UPR arm, primary screen, cell-based, CHO-XBP1 luciferase reporter, luminescence, uHTS; IRE1-XBP1 UPR activation; percent of tunicamycin response, DMSO as zero; activation, % at 20 µM; 0.33% of 330,000 active;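 active means versus positive control, 20 µM dose yields 30% or more activation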;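 further: 100% = tunicamycin at 10 µg/mL and 0% = DMSO only wells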
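Material: CHO-XBP1 cells stably carrying IRE1-XBP1-driven luciferase reporter | Medium: F12 with 10% serum | Compound dosing: 20 µM single concentration, DMSO 1% | Incubation: Overnight seeding at 37 °C, 6 h compound treatment at 37 °C | Detection: Steady-Glo luminescence read | Read-out basis: % activation of reporter signal versus tunicamycin and DMSO controls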
The depositor's hits bear a star; . = not tested or not shown. Hits appear at their usual frequency. Share with any hit: about 5%.

SMILES	EBI2 antag	Mdm2 MdmX PPI	CXCR6 inh	CCR6 antagonist	CHOP UPR activ	Jurkat NFkB inh	697 NFkB inh	Gli-Sufu block	UPR XBP1 act
CCC(=O)Nc1cccc(-c2csc(-c3ccccc3)n2)c1	5	-77	-6	-10	2.8	-35	-9	-5	4
CCCc1nnc(NC(=O)CCC(=O)NC2CCCCC2)s1	-1	4	-8	-10	0.4	5	-1	-1	-3
Cc1ccccc1N(CC(=O)NCc1ccco1)C(=O)CCC(=O)Nc1nccs1	0	-4	3	6	-0.2	-13	-12	-2	-1
CCOC(=O)C1(CCCc2ccccc2)CCN(C(=O)CCN2CCCCC2=O)CC1	7	7	3	-4	-2.4	1	-6	9	0
O=C1c2ccccc2C(O)(c2ncc[nH]2)N1CCc1ccccc1 (configuration not stated)	-10	-12	-2	13	0.9	-11	10	4	-2
CCC(=O)Nc1ccc(C(=O)OCC(=O)c2ccc(C)c([N+](=O)[O-])c2)cc1	-11	-4	2	4	0.4	-1	1	-2	0
C/C(CC(=O)NC(C)(C)C)=N\NC(N)=S	0	5	-4	6	1.4	-11	17	-2	0
COc1cccc(C(=O)OC2CCN(C)CC2)c1	0	-31	4	1	-0.1	-11	-9	18	-2
COc1ccc(S(=O)(=O)NNC(N)=S)cc1	-10	-23	0	-2	-0.4	-8	5	-1	0
Cc1ccc(OCC(=O)Nc2ccc3c(c2)nc(CCN2CCN(C)CC2)n3C)cc1	-12	13	-3	0	-0.9	-4	5	0	-2
CCN(CC)S(=O)(=O)c1ccc(N/N=C(\C)c2ccncc2)nc1	-6	5	-4	2	5.3	-6	3	-8	5
O=C(CCCN1C(=O)c2ccccc2C1=O)Nc1nncs1	-7	16	-6	6	-1.6	0	9	11	-7

Structural class: the compounds so far with an aryl methoxy group (two)
SMILES	EBI2 antag	Mdm2 MdmX PPI	CXCR6 inh	CCR6 antagonist	CHOP UPR activ	Jurkat NFkB inh	697 NFkB inh	Gli-Sufu block	UPR XBP1 act
COc1cccc(C(=O)OC2CCN(C)CC2)c1	0	-31	4	1	-0.1	-11	-9	18	-2
COc1ccc(S(=O)(=O)NNC(N)=S)cc1	-10	-23	0	-2	-0.4	-8	5	-1	0

Further structures follow.
SMILES	EBI2 antag	Mdm2 MdmX PPI	CXCR6 inh	CCR6 antagonist	CHOP UPR activ	Jurkat NFkB inh	697 NFkB inh	Gli-Sufu block	UPR XBP1 act
Cc1nc2cc(C(=O)NCc3cccnc3)ccc2n1-c1ccc(F)cc1F	-13	-9	1	2	-1.7	-5	6	1	0
CN1OC2C(=O)N(c3ccccc3)C(=O)C2C1c1ccc(F)cc1 (configuration not stated)	1	31	-3	-5	-0.7	-11	1	.	-1
COc1ccc(Cl)cc1C(=O)O/N=C(\N)c1ccncc1	-4	26	-20	-28	1.9	-1	-12	-2	0
COc1ccc(CCNC(=O)CSc2nc3ccccc3c3nc(CCN4CCCCC4)nn23)cc1OC	3	23	18	-8	-2.6	-4	-13	11	-1
O=C(Cc1ccccc1[N+](=O)[O-])NC1CC1	-14	-9	-2	8	-1.3	11	7	-1	-2
O=S1(=O)CC=C(CSC(=S)NC2CCS(=O)(=O)C2)C1 (configuration not stated)	-4	30	29	47	20	5	6	13	-8
CC1CCCN(S(=O)(=O)c2ccc(NC(=O)C3CC(=O)N(C(C)(C)C)C3)cc2)C1 (configuration not stated)	0	8	9	3	1.2	10	-4	-2	-2
COc1ccc(CCNC(=O)C(C(=O)c2ccccc2)n2cc(Cl)ccc2=O)cc1OC (configuration not stated)	4	-1	2	2	2.6	15	6	21	-4
Cc1nc2ccccc2c2oc(C(=O)N3CCCC(C)C3)cc12 (configuration not stated)	-16	24	8	11	-0.9	-8	-18	9	4
CCn1c(SCC(=O)N2CCCC2)nc2ccccc2c1=O	3	19	-4	3	-1.2	-9	13	0	1
CC1CN(S(=O)(=O)c2cc(C(=O)N(C)Cc3cccs3)ccc2Cl)CC(C)O1 (configuration not stated)	-10	15	2	7	-1.4	2	8	4	-1
COc1ccc(NC(=O)CSc2nc(N)c(C#N)cc2C#N)cc1	-3	-4	8	19	1.4	-9	6	7	-2
COc1ccc(S(=O)(=O)NNC(=O)Nc2ccccc2OC)c(OC)c1	-2	-22	6	0	-0.1	1	3	-3	-1
O=c1c(Cl)c(NCCCO)cnn1-c1nc2ccccc2[nH]1	1	18	22	10	17	-37	-97	-6	-4
COc1ccc(/C(C)=N/Nc2cccc(C(=O)O)c2)cc1OC	-4	13	-6	2	-2.6	-21	-105	-54	-3
COc1cccc(NC(=O)COc2c(F)c(F)c(C(F)(F)F)c(F)c2F)c1	-12	-9	8	4	-0.1	-24	-7	-3	-2
O=C(CSc1nnc(CNC(=O)c2ccc(F)cc2)o1)NCc1ccccc1	-10	21	-5	-4	0.4	4	-13	-1	-1
CC1CN(C(=O)c2cc(S(=O)(=O)N3CCN(c4ccccc4)CC3)ccc2Cl)CC(C)O1 (configuration not stated)	7	21	6	0	0.5	14	3	10	-3
COc1ccc(OC)c(CN2CCN(C(=O)c3ccc(C)c(S(=O)(=O)Nc4ccccc4OC)c3)CC2)c1	-6	.	0	18	.	.	.	-19	.
Cc1ccc(SCCNC(=O)c2ccccc2C)cc1	10	-12	3	16	-2.7	7	9	1	2
Cc1cccc(OCCNS(=O)(=O)c2ccc(Cl)cc2)c1	-4	7	-7	7	0.1	1	30	4	-3
Cc1cc(C(=O)Nc2ccc(N3CCOCC3)c3nonc23)ccc1[N+](=O)[O-]	12	39	-7	26	1.9	-17	-17	-39	3
Cc1ncc(CO)c(/C=N/Nc2cccc(Cl)n2)c1O	2	19	-14	-3	-1.4	10	-2	8	-3
O=C(NC1CCCc2ccccc21)C(Cc1ccccc1)NS(=O)(=O)c1cccs1 (configuration not stated)	5	10	-11	8	-0.8	6	21	-3	-1

Compound profiles, from the list above. Order of values: EBI2 antag, Mdm2 MdmX PPI, CXCR6 inh, CCR6 antagonist, CHOP UPR activ, Jurkat NFkB inh, 697 NFkB inh, Gli-Sufu block, UPR XBP1 act
CC1CCCN(S(=O)(=O)c2ccc(NC(=O)C3CC(=O)N(C(C)(C)C)C3)cc2)C1 (configuration not stated) reads 0, 8, 9, 3, 1.2, 10, -4, -2, -2
COc1ccc(NC(=O)CSc2nc(N)c(C#N)cc2C#N)cc1 reads -3, -4, 8, 19, 1.4, -9, 6, 7, -2

Next records follow.
SMILES	EBI2 antag	Mdm2 MdmX PPI	CXCR6 inh	CCR6 antagonist	CHOP UPR activ	Jurkat NFkB inh	697 NFkB inh	Gli-Sufu block	UPR XBP1 act
O=c1c2ccccc2nc(/C=C/c2ccc([N+](=O)[O-])cc2)n1CCCO	4	12	-1	14	-0.6	6	15	15	1
C=CCn1c(SCC(=O)c2ccc(Cl)s2)nc2ccccc2c1=O	11	32	0	14	-1.4	4	0	9	3
Cc1cccc(C)c1Nc1nnc(SCC(=O)NCCCN2CCCC2=O)s1	-11	-18	-2	-14	0.8	11	12	-10	-3
COc1ccc(NC2=C(C(C)=O)C(c3ccc(OC)cc3)C(C(C)=O)C(C)(O)C2)cc1 (configuration not stated)	-4	-8	1	12	-1.0	-16	3	3	-4
COc1ccc(N2C3=[N+](CC2(C)O)c2ccccc2CC3)cc1 (configuration not stated)	-8	9	7	10	-1.7	-10	13	5	1
O=C(OCc1nnc(-c2ccc([N+](=O)[O-])cc2)o1)c1ccc(F)c(S(=O)(=O)N2CCOCC2)c1	-9	3	-28	3	-2.1	5	-4	3	2
O=C(NCc1ccccc1OC(F)(F)F)C1CCC(=O)N(Cc2ccccn2)C1 (configuration not stated)	0	-6	2	-8	0.2	15	0	-6	-4
O=C(Cc1ccc(S(=O)(=O)N2CCOCC2)s1)Oc1ccc(F)cc1	-7	-12	-13	3	-2.5	-8	5	96*	-2
Cc1nnc(SCC(=O)NC2CCCc3ccccc32)n1-c1ccccc1 (configuration not stated)	-1	-24	-13	11	-0.3	8	15	2	0
COc1ccc([C@@H]2CC=C(C(=O)O)[C@H](c3ccc(C)cc3)N2S(=O)(=O)c2ccccc2C)cc1	4	8	16	5	1.8	8	16	-1	-1
COc1ccc(-c2csc(NC(=O)CS(=O)(=O)c3ccccc3)n2)cc1	2	7	-3	-19	-1.0	-10	-2	4	-2
CCn1ccnc1CN(C)Cc1cn[nH]c1-c1ccc(OC)c(F)c1	-4	1	11	6	-0.6	9	-10	12	1

Ordered by molar mass (ascending): 7 of the compounds above
SMILES	EBI2 antag	Mdm2 MdmX PPI	CXCR6 inh	CCR6 antagonist	CHOP UPR activ	Jurkat NFkB inh	697 NFkB inh	Gli-Sufu block	UPR XBP1 act
O=c1c2ccccc2nc(/C=C/c2ccc([N+](=O)[O-])cc2)n1CCCO	4	12	-1	14	-0.6	6	15	15	1
C=CCn1c(SCC(=O)c2ccc(Cl)s2)nc2ccccc2c1=O	11	32	0	14	-1.4	4	0	9	3
Cc1nnc(SCC(=O)NC2CCCc3ccccc32)n1-c1ccccc1 (configuration not stated)	-1	-24	-13	11	-0.3	8	15	2	0
O=C(Cc1ccc(S(=O)(=O)N2CCOCC2)s1)Oc1ccc(F)cc1	-7	-12	-13	3	-2.5	-8	5	96*	-2
Cc1cccc(C)c1Nc1nnc(SCC(=O)NCCCN2CCCC2=O)s1	-11	-18	-2	-14	0.8	11	12	-10	-3
COc1ccc(NC2=C(C(C)=O)C(c3ccc(OC)cc3)C(C(C)=O)C(C)(O)C2)cc1 (configuration not stated)	-4	-8	1	12	-1.0	-16	3	3	-4
COc1ccc([C@@H]2CC=C(C(=O)O)[C@H](c3ccc(C)cc3)N2S(=O)(=O)c2ccccc2C)cc1	4	8	16	5	1.8	8	16	-1	-1

The list goes on:
SMILES	EBI2 antag	Mdm2 MdmX PPI	CXCR6 inh	CCR6 antagonist	CHOP UPR activ	Jurkat NFkB inh	697 NFkB inh	Gli-Sufu block	UPR XBP1 act
Cc1ccc(C(=O)OCC(=O)NCc2ccco2)cc1	9	-11	-5	-5	0.2	4	20	11	-3
Cc1c(N(C(=O)c2ccccn2)C2(C(=O)NC3CCCC3)CCCCC2)c(=O)n(-c2ccccc2)n1C	1	-9	3	-4	0.7	-2	1	1	-1
Cc1nn(-c2ccc(F)cc2)c(Cl)c1C(=O)OC(C)C(=O)N(C)C1CCCCC1 (configuration not stated)	9	15	-9	11	-1.5	2	0	18	-1
CC(C)(C)NC(=O)C(c1ccncc1)N(Cc1cccs1)C(=O)Cn1nnc(-c2ccc(F)cc2)n1 (configuration not stated)	7	53*	0	7	-3.0	2	5	6	-2
COc1ccc(N2CCN(C(=O)c3cccc(S(=O)(=O)N4CCOCC4)c3)CC2)cc1	9	-22	-2	10	-1.6	-5	1	4	-1
CCNc1nnc(SCC(=O)c2c(N)n(C3CC3)c(=O)[nH]c2=O)s1	-2	-48	1	-3	-1.3	-16	3	3	1
